RECQ1 helicase – inhibitors of human RECQ1 DNA helicase; P46063; RECQ1 DNA unwinding, red fluorescence kinetic read; Potency, µM (highest dose often 57.3 µM), inactives show at the top dose activity, negative = inhibition, actives largely listed as inhibitors; actives 0.54% (n = 240,000);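 note: plate controls were vehicle for no effect and no enzyme for full effect; nearly all actives have a fitted effect of over 30% in size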
Target sequence (P46063 whole entry, looked up): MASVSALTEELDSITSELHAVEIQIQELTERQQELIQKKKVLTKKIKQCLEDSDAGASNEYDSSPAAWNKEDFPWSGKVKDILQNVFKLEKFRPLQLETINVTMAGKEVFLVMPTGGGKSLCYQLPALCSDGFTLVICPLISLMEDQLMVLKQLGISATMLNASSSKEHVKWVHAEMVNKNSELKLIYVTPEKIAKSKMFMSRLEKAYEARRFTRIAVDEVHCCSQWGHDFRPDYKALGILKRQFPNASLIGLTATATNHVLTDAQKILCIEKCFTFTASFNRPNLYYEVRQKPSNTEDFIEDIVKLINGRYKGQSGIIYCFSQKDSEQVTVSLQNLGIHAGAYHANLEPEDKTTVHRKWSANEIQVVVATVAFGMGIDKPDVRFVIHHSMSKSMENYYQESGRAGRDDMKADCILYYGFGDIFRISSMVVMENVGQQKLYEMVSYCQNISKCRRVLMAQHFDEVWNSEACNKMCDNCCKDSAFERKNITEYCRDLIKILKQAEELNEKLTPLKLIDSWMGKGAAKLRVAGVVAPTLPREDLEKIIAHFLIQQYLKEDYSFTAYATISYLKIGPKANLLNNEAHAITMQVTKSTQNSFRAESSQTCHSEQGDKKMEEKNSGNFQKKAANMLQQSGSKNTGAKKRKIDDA
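RECQ1T1 50 nM; forked duplex (20 bp + 30-nt ss tails) 200 nM, ATP 2 mM final; pH 8.0, 2 mM MgCl2, 2.5 ug/ml poly(dI-dC); 15 min compound preincubation; discontinuous kinetic read over 2 h at RT.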
GoLoco inh red – blocks human Gai1 binding to RGS12 GoLoco peptide, red readout. P63096. Gai1:RGS12 GoLoco peptide FP, rhodamine, 10 min. Potency, µM (titrated, usually from 61.6 µM), without a hit: at the top dose activity, negative = inhibition, hits mostly inhibitors. actives 0.44% (n = 230,000). AID 880; active = well fitted inhibition curve with a large enough effect, not every such curve was filed as active; inactive = no such curve, though single readings can be large or run the other way; note: % is set by controls: 0 for no effect and ±100 for the full control effect; nearly all actives have a fitted effect of over 30% in size; many of its hits are not listed in these tables
Target sequence (P63096 whole entry, looked up): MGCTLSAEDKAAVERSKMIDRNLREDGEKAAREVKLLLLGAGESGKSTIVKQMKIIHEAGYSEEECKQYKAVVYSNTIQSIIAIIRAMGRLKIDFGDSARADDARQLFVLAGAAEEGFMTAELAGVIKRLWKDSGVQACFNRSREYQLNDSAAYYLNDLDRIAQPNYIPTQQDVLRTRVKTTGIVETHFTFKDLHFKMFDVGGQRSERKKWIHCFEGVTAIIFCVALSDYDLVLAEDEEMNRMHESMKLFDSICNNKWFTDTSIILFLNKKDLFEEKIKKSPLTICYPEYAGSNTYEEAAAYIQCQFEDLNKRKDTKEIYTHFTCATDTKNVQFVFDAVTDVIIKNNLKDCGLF
SMN2 splice up – enhancers of SMN2 splice variant expression; HEK293 SMN2-luciferase splicing reporter, luminescence, 30-36 h; Potency, µM (series often up to 46.1 µM), without a hit: top-dose activity change, positive = activation, usual class: activators; actives 2.8% (n = 210,000); note: % of control where 0% means no effect; nearly all actives have a fitted effect of over 55% in size
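HEK293 cells carry an SMN2 minigene-luciferase reporter in which exon 7 inclusion puts luciferase in frame. Cells were seeded at 2000 cells/well, attached for 10-12 hours, then exposed to compounds for 30-36 hours at 37C before ONE-Glo luminescence.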
NPSR antagonist – neuropeptide S receptor (human) antagonism, cAMP; Q6W5P4; CHO-NPSR cells, cAMP TR-FRET, antagonist mode; Potency, µM (top dose mostly 38.3 µM), inactives show top-dose activity change, negative = inhibition, most hits filed as inhibitors; actives 1% (n = 220,000); note: % is set by controls: 0 for no effect and ±100 for the full control effect; nearly all actives have a fitted effect of over 50% in size; many of its hits are not listed in these tables
IMPase Li cell – cell-permeable IMPase inhibitors with lithium potentiation; Potency, µM (series often up to 59.4 µM), for the others: at the top dose activity, negative = IMPase inhibition, actives largely listed as inhibitors; actives 0.35% (n = 210,000); CHO-M1 cells, IP1 TR-FRET (IP-One), carbachol + lithium; AID 1457;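 note: IP1 builds up when IMPase is blocked and the TR-FRET signal falls; plate controls were basal vehicle for no effect and high inhibitor control for full effect; nearly all actives have a fitted effect of over 50% in size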
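CHO cells stably expressing M1 receptor (2000/well, cultured 16–30 h) treated 30 min at 37C with compound plus low lithium. Cytosolic IP1 by TR-FRET (665/620 ratio and 620 channel) after 10 min lysis; AC50 by Hill fit.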
Epigenetic reg – derepresses silenced GFP reporter in murine cells; murine LDR cells, GFP reporter derepression, 30 h; actives 0.2% (n = 280,000); Potency, µM (titrated, usually from 53.9 µM), inactives show at the top dose GFP activation, usual class: activators; AID 1865; note: % of control where 0% means no effect; nearly all actives have a fitted effect of over 60% in size
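Reporter derepression read as number of fluorescent GFP-positive objects, 20-120 um in size, counted by laser-scanning cytometer. Mouse LDR line with an epigenetically silenced CMV-GFP locus; compound incubation 30 h, 37 C.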
JMJD2E inh – blocks human JMJD2E demethylase activity. B2RXH2. JMJD2E catalytic domain, FDH-coupled NADH fluorescence (FDH is formaldehyde dehydrogenase). Potency, µM (series often up to 57.1 µM), for inactives: at the highest dose activity change, negative = inhibition, most hits filed as inhibitors. actives 1.6% (n = 230,000); active = well fitted inhibition curve with a large enough effect, not every such curve was filed as active; inconclusive = small, poorly fitted or top-dose-only effect, or another doubt; inactive = no such curve, though single readings can be large or run the other way;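 note: 0% = wells with enzyme and -100% = buffer wells without enzyme; nearly all actives have a fitted effect of over 50% in size; many of its hits are not listed in these tables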
KinaseGlo FLuc – counter-screen: inhibitors of Kinase-Glo firefly luciferase; Q27757; AID 1379; actives 0.28% (n = 200,000); Potency, µM (doses to about 38.3 µM), inactives show at the highest dose activity change, negative = inhibition, most hits filed as inhibitors; Kinase-Glo luciferase, ATP luminescence, 8 min; note: % is set by controls: 0 for no effect and ±100 for the full control effect; nearly all actives have a fitted effect of over 60% in size
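Luminescence was the read-out, taken after 8-minute incubation at ambient temperature. Luciferase turned over luciferin with 10 uM ATP in imidazole pH 7.2 buffer containing KCl, MgCl2, Tween 20 and BSA.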
Numbers without * were called inactive; i = inactive; ? = inconclusive; . = no result given; [ ] = dose if it differs, or a comment. Unless noted, calls come from the whole dose curve; as a rule, active = well fitted curve in the direction sought with a large enough effect; inconclusive = small, poorly fitted or top-dose-only effect, or another doubt; inactive = no such curve, though single readings can be large; an effect the other way counts as inactive or inconclusive. Potency is the fitted concentration of half-maximal effect.

| smiles | NPSR antagonist | KinaseGlo FLuc | SMN2 splice up | IMPase Li cell | GoLoco inh red | JMJD2E inh | RECQ1 helicase | Epigenetic reg |
| --- | --- | --- | --- | --- | --- | --- | --- | --- |
| CC(C)Cn1c(N)c(C(=O)COC(=O)c2ccccc2Cl)c(=O)n(C)c1=O | -26% | 1% | -11% | 20% | 9% | -4% | -13% | -1.2% |
| COc1cccc(CN(C)CC(=O)Nc2cc3oc4ccccc4c3cc2OC)c1 | -42% | -5% | 1% | 4% | -18% | 0% | 5% | -1.1% |
| O=C(CCn1cnc2ccccc2c1=O)Nc1ccc(Cl)c(Cl)c1 | -7%[46.1 µM] | -1% | 19% | -1%[38.3 µM] | -4% | 1% | -1% | -1.5% |
| CC(C)(C)NC(=O)C(c1ccc(F)cc1)N(Cc1ccco1)C(=O)c1csnn1 (stereo unspecified) | -6%[46.1 µM] | 0% | -15% | -3%[38.3 µM] | -3% | 12% | 0% | 0.0% |
| CCCN(C(=O)CCl)C1=CCCCC1 | 3% | . | . | 11% | 3% | -1% | i | -1.3% |
| CC12CC(NC(=O)N1c1cccc(C(=O)Nc3ncn[nH]3)c1)c1ccccc1O2 (stereo unspecified) | ? | 1% | 2% | -6%[38.3 µM] | -5% | -4% | i | -1.1% |
| COc1ccc(/C=N/NS(=O)(=O)c2ccccc2)cc1OS(=O)(=O)c1ccc(C)cc1 | -29%[46.1 µM] | -1% | -7% | 6%[38.3 µM] | 4% | -9% | -22% | 3.5% |
| CCCc1cc(=O)oc2c(CN3CCN(C)CC3)c(O)c(Cl)cc12 | 5%[46.1 µM] | . | . | . | . | ? | -7% | 1.8% |
| O=[N+]([O-])C(=C1NCCN1)C(Cl)=C(Cl)Cl | -2% | 1% | . | -7% | 2% | -16% | -5% | -1.2% |
| O=C(/C=C/c1ccc(Cl)cc1)N1CCN(c2ccc(Cl)cc2[N+](=O)[O-])CC1 | -19%[46.1 µM] | -4% | -51%[inhibitor] | -3%[38.3 µM] | 3% | -4% | 0% | 13% |
| COc1ccccc1NC(=O)N(Cc1ccco1)Cc1cc2cc(C)cc(C)c2[nH]c1=O | ? | -4% | -15% | 35%[activator][38.3 µM] | 4% | ? | -6% | 2.2% |
| Cc1nc2ccc(S(=O)(=O)NCC(=O)N(C)Cc3ccco3)cc2s1 | -5%[46.1 µM] | 3% | -10% | -10%[38.3 µM] | 3% | 0% | -14% | 0.1% |

2 entries from above, with values under each structure:
Order of results – NPSR antagonist | KinaseGlo FLuc | SMN2 splice up | IMPase Li cell | GoLoco inh red | JMJD2E inh | RECQ1 helicase | Epigenetic reg
O=C(/C=C/c1ccc(Cl)cc1)N1CCN(c2ccc(Cl)cc2[N+](=O)[O-])CC1
→ -19%[46.1 µM] | -4% | -51%[inhibitor] | -3%[38.3 µM] | 3% | -4% | 0% | 13%
COc1ccccc1NC(=O)N(Cc1ccco1)Cc1cc2cc(C)cc(C)c2[nH]c1=O
→ ? | -4% | -15% | 35%[activator][38.3 µM] | 4% | ? | -6% | 2.2%

Two of the compounds above, with values under each structure:
Values run as follows: NPSR antagonist	KinaseGlo FLuc	SMN2 splice up	IMPase Li cell	GoLoco inh red	JMJD2E inh	RECQ1 helicase	Epigenetic reg
CC(C)Cn1c(N)c(C(=O)COC(=O)c2ccccc2Cl)c(=O)n(C)c1=O
→ -26%	1%	-11%	20%	9%	-4%	-13%	-1.2%
Cc1nc2ccc(S(=O)(=O)NCC(=O)N(C)Cc3ccco3)cc2s1
→ -5%[46.1 µM]	3%	-10%	-10%[38.3 µM]	3%	0%	-14%	0.1%

Further results follow.
| smiles | NPSR antagonist | KinaseGlo FLuc | SMN2 splice up | IMPase Li cell | GoLoco inh red | JMJD2E inh | RECQ1 helicase | Epigenetic reg |
| --- | --- | --- | --- | --- | --- | --- | --- | --- |
| N#CCc1ccc(Oc2ncc(C(F)(F)F)cc2Cl)cc1 | -8% | -3% | -3% | -6% | 7% | 1% | 4% | 1.2% |
| Cc1cccc(Nc2ncnc3ccccc23)c1 | 5%[46.1 µM] | -3% | -20% | 16%[38.3 µM] | 10% | -2% | -8% | 0.0% |
| CCC(=O)Nc1ccc(S(=O)(=O)Nc2cccnc2)cc1 | -7%[46.1 µM] | 1% | -14% | 1%[38.3 µM] | -3% | 3% | i | -1.7% |
| CN1c2ccsc2C(O)=C(C(=O)Nc2ccccc2)S1(=O)=O | -17%[46.1 µM] | 4% | 18% | -6% | 7% | -10% | -3% | 0.0% |
| CCCn1c(N2CCN(Cc3cccc(C)c3)CC2)nc2c1c(=O)[nH]c(=O)n2C | -5%[46.1 µM] | -3% | 3% | 7%[38.3 µM] | 5% | -10% | -8% | -1.5% |
| COc1cccc(-c2cnc(NCc3cc(Cl)ccc3O)n2C)c1 | -31%[46.1 µM] | 12% | -11% | 1%[38.3 µM] | -1% | ? | -16% | -1.6% |
| CCN1CC(O)=C(c2nc3ccccc3s2)C1=N | -7%[46.1 µM] | -3% | -2% | 11%[38.3 µM] | -6% | ? | 1% | 1.0% |
| Cc1nn(Cc2ccc(Cl)cc2Cl)c(C)c1NC(=O)c1ccc(COc2cc(Cl)ccc2Cl)o1 | -24%[46.1 µM] | -4% | -26% | 7%[38.3 µM] | 7% | -4% | -6% | -1.1% |
| CCCn1c(SCC(=O)c2c(C)[nH]c(C)c2C(=O)OCC)nc2ccccc21 | 12% | -2% | -22% | 7% | 0% | 22% | 0% | 0.0% |
| COC(=O)CSc1nn(-c2ccc(F)cc2)c(=S)s1 | 8% | 0% | 16% | 11% | 10% | 0% | 0% | -1.4% |
| COc1ccc(CNC(=S)NC2CCCC2)cc1 | 2% | 7% | 25% | -3% | 2% | -6% | i | -1.0% |
| CCOc1ccc(CC(=O)NNC(=S)NCCc2ccccc2)cc1 | 1% | 3% | -15% | -1% | 17% | 19% | i | -2.6% |
| Cc1c(/C=C/C(=O)c2ccc(O)cc2)cnn1C | 18% | -8% | ? | 2% | 4% | ? | -1% | -1.0% |
| CCC1SC2=NC(C)=C(C(=O)OC)C(c3cccs3)N2C1=O (stereo unspecified) | -12%[46.1 µM] | -3% | 5% | 28%[38.3 µM] | 12% | -3% | -1% | -0.1% |
| CSc1ccc(CN2CCN(Cc3ccccc3)C(CCO)C2)cc1 (stereo unspecified) | -1% | 1% | . | 4% | 8% | 2% | -3% | -1.5% |
| O=C(O)c1ccccc1CSc1nc2ccccc2o1 | -9%[46.1 µM] | 1% | ? | -2%[38.3 µM] | 5% | -1% | -6% | 0.0% |
| O=C(COC(=O)c1ccccc1Br)NCc1ccccc1 | 5% | 2% | -10% | 3% | 3% | 11% | -10% | 0.0% |
| CCOC(=O)c1cc(-c2ccncc2)nc2c1c(C)nn2C | -24%[46.1 µM] | 1% | 26% | -5%[38.3 µM] | -2% | 7% | -3% | -2.7% |
| COc1ccc(-c2csc(NC(=O)CSc3nc(C)nc4sc(C(=O)O)c(C)c34)n2)cc1 | 57% | . | . | . | 16% | -11% | -18% | 1.1% |
| Oc1ccc(/C=N/Nc2ncnc3nc[nH]c23)cc1 | -30% | . | . | . | 6% | ? | -18% | 1.1% |
| CS(=O)(=O)N(CC(=O)N1CCC(C(N)=O)CC1)c1cc(C(F)(F)F)ccc1Cl | -15% | -4% | . | 2% | 11% | 0% | i | 2.1% |
| Cn1c(-c2ccc(Br)cc2)cnc1NCc1cccnc1 | -5%[46.1 µM] | -3% | -6% | 12%[38.3 µM] | -7% | ? | i | -0.9% |
| COC(=O)Cc1c(C)c2c(O)cc(C)cc2oc1=O | ? | 4% | -6% | ? | -11% | ? | i | -0.7% |
| Cc1cc(C)c(S(C)(=O)=O)c(Sc2ccc(Cl)cc2)n1 | -10%[46.1 µM] | -4% | -8% | 0%[38.3 µM] | 7% | -1% | -4% | -1.1% |
| COc1ccccc1S(=O)(=O)Cc1ccc(C(=O)N2CCN(c3ccccc3)CC2)o1 | -15%[46.1 µM] | -2% | -30%[inhibitor] | 12%[38.3 µM] | 0% | 2% | 0% | 3.4% |
| C/C(Cc1ccccc1)=N\NC(=O)c1ccc(F)cc1 | 23% | 0% | -36%[inhibitor][1.84 µM] | -3% | -6% | 4% | -10% | 1.9% |
| COc1ccc2nc(NC(=O)C(NS(=O)(=O)c3cccc4nsnc34)C(C)C)sc2c1 (stereo unspecified) | -24%[46.1 µM] | -1% | 25% | ? | 10% | 0% | -6% | ? |
| COc1ccc(C2CC(c3ccccc3)=NN2c2ccc(S(N)(=O)=O)cc2)cc1OC (stereo unspecified) | -60% | 2% | -1% | -20% | 19% | ? | i | -0.2% |
| O=C(CSc1nnc(-c2ccc(S(=O)(=O)N3CCCC3)cc2)n1CC1CCCO1)NC1CC1 (stereo unspecified) | -8%[46.1 µM] | -3% | 3% | 10% | -11% | -24% | -15% | -1.0% |
| CC(=O)Oc1cccc(N2C(=O)c3ccc(C(=O)Nc4cccnc4)cc3C2=O)c1 | -7% | 1% | 24% | -1% | 2% | -4% | -3% | -0.2% |
| CC(=O)c1ccc(N2Cc3ccccc3/C2=N\C(=O)Nc2ccccc2)cc1 | 11% | 0% | ? | 14% | -5% | 2% | 0% | -1.0% |
| CN(Cc1ccccc1)C(=O)c1ccccc1NC(=O)C1CC1 | 7% | 1% | -2% | 4% | 8% | 3% | -7% | 0.9% |
| [O][C@H]1[C@@H](O)[C@@H](CO)O[C@@H](O[C@@H]2[C@@H]3OC[C@H]2O[C@H](O[C@@H]2[C@@H](O)[C@H](C[C@@H]4[C@@H]5OC[C@H]4O[CH][C@@H]5O)O[C@H](CO)[C@@H]2OS(=O)(=O)O)[C@@H]3OS(=O)(=O)O)[C@@H]1O | . | 1%[39.9 µM] | . | -4% | 6% | . | 4µM* | -2.7% |
| C[N+](C)(C)CCCCCC(=O)/C=N/O | 16% | -1% | . | 5% | 2.5µM* | -22% | 0% | 0.0% |
| COc1ccc(NC(=O)Cn2cnc3c(oc4nc5c(cc43)COC(C)(C)C5)c2=O)cc1 | -15% | . | . | . | 2% | 8% | 10% | 1.2% |
| COc1cccc(N(CC(=O)NCCSc2ccccn2)S(C)(=O)=O)c1 | -5%[46.1 µM] | -3% | 10% | 13%[38.3 µM] | 7% | 0% | 14% | -1.0% |

Assay outcomes: PubChem, National Center for Advancing Translational Sciences (NCATS)

These rows are one share of the data. The share of hits here may be higher or lower than overall.
